RBBP9 inhibitor = human RBBP9 inhibitors, primary screen, biochemical, fluorescence polarization, FP-Rh probe, HTS | recombinant RBBP9 | inhibition, % at 7.94 µM | 220,000 compounds, 0.2% hits | Serine hydrolase RBBP9 (Homo sapiens), O75884;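 active means inhibition above the campaign mean of all tested compounds plus 3 SD, cut at about 14% in these data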;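 further: plate controls were DMSO wells with RBBP9 for no effect and wells lacking RBBP9 protein for full effect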
Target sequence (O75884 whole entry, looked up): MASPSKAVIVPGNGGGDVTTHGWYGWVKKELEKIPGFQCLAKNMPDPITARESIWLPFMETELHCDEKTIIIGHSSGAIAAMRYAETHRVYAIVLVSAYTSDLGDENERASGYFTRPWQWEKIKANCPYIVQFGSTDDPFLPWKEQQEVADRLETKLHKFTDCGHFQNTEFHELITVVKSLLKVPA
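System: RBBP9 protein / Buffer or medium: Tris/NaCl buffer pH 8.0 with 0.1% Pluronic / Probe or stimulus: Serine-hydrolase probe FP-Rh, 375 nM pre-mixing / Dosing: 7.94 µM single dose, 0.794% DMSO / Times: enzyme-compound preincubation 30 min, then probe labeling 45 min, 25 °C / Technique: fluorescence polarization (mP), excitation 525 nm, emission 598 nm / Replication: singlicate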
Calpain2 inh = inhibitors of pig calpain II, primary screen, biochemical, fluorogenic peptide substrate, 1536-well; 220,000 compounds, 0.37% hits; purified calpain II, 30 min; inhibition, % at 16 µM;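 active means inhibition above about 50%, limit read from the data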
p97 inhibitor = inhibitors of human p97 ATPase, primary screen, biochemical. recombinant p97 ATPase, Kinase-Glo ATP luminescence, 3 h. inhibition, % at 8 µM. 220,000 compounds, 0.42% hits; in the data active means inhibition above about 15%;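 further: 0% = DMSO vehicle and 100% = wells lacking enzyme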
Tb hexokinase = Trypanosoma brucei hexokinase 1 inhibitors, primary screen, biochemical, G6PDH-coupled NADH absorbance, MLSCN library | inhibition, % at 10 µM | recombinant TbHK1, G6PDH-coupled NADH A340 | 220,000 compounds, 0.11% hits;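 active means inhibition of 50% or more in the single-dose primary screen; inactive means inhibition below 50%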
Runt-CBFb FRET = inhibitors of RUNX1 Runt–CBFb binding, primary screen, biochemical, FRET, Cerulean-Runt, Venus-CBFb, uHTS; AID 1496, 2009; Cerulean-Runt/Venus-CBFb FRET ratio 530/480, 1 h; inhibition, % at 20 µM; Runt-related transcription factor 1 (Homo sapiens) + Core-binding factor subunit beta …; 220,000 compounds, 0.46% hits;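 active means inhibition over about 50% at 20 µM in the single-dose screen, limit read from the data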;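 further: 0% = DMSO wells and 100% = excess unlabeled CBFb competitor control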
Target sequence (Q01196 whole entry, looked up): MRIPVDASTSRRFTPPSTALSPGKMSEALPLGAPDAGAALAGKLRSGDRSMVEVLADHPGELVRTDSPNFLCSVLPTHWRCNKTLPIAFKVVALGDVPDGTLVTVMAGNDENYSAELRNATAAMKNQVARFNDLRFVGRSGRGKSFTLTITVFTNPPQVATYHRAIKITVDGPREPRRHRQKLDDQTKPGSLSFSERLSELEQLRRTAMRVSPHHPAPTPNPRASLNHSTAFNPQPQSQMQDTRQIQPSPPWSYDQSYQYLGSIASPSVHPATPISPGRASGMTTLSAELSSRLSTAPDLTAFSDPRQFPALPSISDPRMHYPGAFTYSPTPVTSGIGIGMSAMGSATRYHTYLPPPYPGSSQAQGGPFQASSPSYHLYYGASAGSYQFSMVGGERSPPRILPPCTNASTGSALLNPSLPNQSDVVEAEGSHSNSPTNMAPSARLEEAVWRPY
Target sequence (Q13951 whole entry, looked up): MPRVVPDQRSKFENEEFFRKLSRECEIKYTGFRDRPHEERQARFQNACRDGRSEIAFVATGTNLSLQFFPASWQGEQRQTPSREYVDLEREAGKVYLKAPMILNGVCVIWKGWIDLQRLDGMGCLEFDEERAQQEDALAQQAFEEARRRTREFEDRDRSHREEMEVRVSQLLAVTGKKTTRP
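Measured by: fluorescence energy transfer, 422 nm excitation, 530/480 nm emission; test system: Cerulean-tagged RUNX1 Runt domain (FRET donor) fusion protein; buffer or medium: Tris pH 7.5 buffer with BSA; compound: one dose, 20 µM compound, 1% DMSO; times: two 1 h room-temperature incubations shielded from light; benchmarks: unlabeled CBFb 5 µM, positive control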
Furin inh = human furin inhibitors, primary screen, biochemical, fluorescence intensity; inhibition, % at 30 µM; AID 463115, 2010; 220,000 compounds, 0.061% hits; purified furin, fluorogenic substrate cleavage; P09958; in the data active means inhibition above about 25%; further: inactives centre near -15
NCF1 inh = p47phox/p22phox peptide binding inhibitors, primary screen, biochemical, uHTS, NADPH oxidase regulatory subunit; 220,000 compounds, 0.53% hits; fluorescence polarization, 2 h; Neutrophil cytosol factor 1 (Homo sapiens), P14598; inhibition, % at 24.7 µM; AID 1274, 2008;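 active means inhibition above about 30%, limit read from the data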;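 further: 0% = p47phox with labelled peptide and 100% = labelled peptide alone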
EBV gp42 block = Epstein-Barr virus gp42 inhibitors, primary screen, biochemical, uHTS, fluorescence polarization | Fluorescence polarization binding assay, mP read-out | inhibition, % (tested at 21.74 µM) | 220,000 compounds, 0.42% hits; in the data active means inhibition above about 50%
Runt-SMMHC FRET = inhibitors of RUNX1 Runt–CBFb-SMMHC binding, primary screen, biochemical, FRET, Cerulean-Runt, Venus-CBFb-SMMHC, uHTS; Runt-related transcription factor 1 (Homo sapiens) + Core-binding factor subunit beta …; Cerulean-Runt/Venus-CBFb-SMMHC FRET ratio 530/480, 1 h; inhibition, % at 20 µM; 220,000 compounds, 0.74% hits;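 active means mean inhibition across duplicate retests at 20 µM reaching about 50%, limit read from the data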;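 further: 0% = DMSO wells and 100% = wells with excess untagged CBFb-SMMHC; inhibitors lower the FRET ratio by blocking Runt binding to CBFb-SMMHC; some results filed as inactive read as strong as hits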
Numbers without * were called inactive; / = no result given; [ ] = remark or other dose.

SMILES	RBBP9 inhibitor	Calpain2 inh	p97 inhibitor	Tb hexokinase	Runt-CBFb FRET	Furin inh	NCF1 inh	EBV gp42 block	Runt-SMMHC FRET
C/C=C(\C)C(=O)NCCN1C2=NC[C@H](C(C)C)N2C[C@H]1Cc1ccc(O)cc1	-6	11	7	-6	-1	-16	1	-14	-6
Cc1cc(C)c2nc(N3CCC(C(=O)N4CCN(c5ncccn5)CC4)CC3)sc2c1	-5	5	4	-1	-21	-20	-6	2	-7
Cc1cccc(C)c1-n1c(C)cc(/C=C2\NC(=O)NC2=O)c1C	-2	22	-1	-26	-2	-28[20 µM]	-3	-3	-1
C/C(=C\c1ccco1)C1C(C#N)=C(N)OC2=C1C(=O)CC(C)(C)C2 (stereo not given)	8	-264	5	-7	1	-8[20 µM]	-35	-5	-3
NS(=O)(=O)c1cccc(NS(=O)(=O)c2cccc(C(F)(F)F)c2)c1	3	-9	6	-6	1	-25	-7	-28	-48
CCN1CC(CN(C)Cc2nc(-c3ccc(OC)c4ccccc34)oc2C)CC1=O (stereo not given)	0	-283	-5	-25	-2	-65	-16	-11	-1
CCN(CC)S(=O)(=O)c1cccc(C(=O)NC(Cc2c[nH]c3ccccc23)c2nnc3n2CCCCC3)c1 (stereo not given)	2	-2	-1	-12	-5	-10[20 µM]	-4	-19	-13
CCOc1ccc(N2C(=O)Nc3ccccc3C2(O)C(=O)NCc2ccc(OC)cc2)cc1 (stereo not given)	-3	-13	2	-4	1	-18	6	0	0
CCOc1cc(CNCCO)cc(Br)c1OCc1ccccc1Cl	-2	-31	-1	3	-3	-19[20 µM]	-9	-12	-2
Cc1sc(N/N=C/c2cc([N+](=O)[O-])ccc2O)nc1-c1ccccc1	-6	32	-3	-4	-1	-13	9	-2	-3
CC(=O)Nc1ccc(NC(=O)c2ccc(-n3c(C)ccc3C)cc2)cc1	-11	-37	3	-7	2	-26	-25	-1	-1
COc1ccc(C)c2sc(N(CCCN(C)C)C(=O)c3ccc(S(=O)(=O)N(C)C)cc3)nc12	-11	-7	-4	0	0	-16	-5	1	-1
O=C(c1cccc2ccccc12)N1CCN(c2ccccc2F)CC1	-4	3	-5	4	-2	-18	-10	6	-3
COc1ccc(S(=O)(=O)NCc2ccc3c(c2)cc(C)n3C)cc1	-2	-32	3	8	2	-17	30	7	-21
Cc1cc(NC(=O)CSc2nnc(CNc3ccc(F)cc3)n2C2CCCCC2)no1	-7	1	2	-7	-4	-32	-9	-27	2
O=C(N/N=C/c1ccccc1O)c1cccc(C(F)(F)F)c1	-2	12	-2	-4	1	-17	2	-5	-3
Cc1cc(NC(=O)CSc2ccc(-c3ccc(F)cc3)nn2)no1	-6	-8	2	-7	-2	-24	-5	-10	-2
Cc1ccc(CCNC(=O)CCNS(=O)(=O)c2ccc3c(c2)oc(=O)n3C)cc1	-4	3	-4	3	0	-3	-9	-6	-4
CCN(CC)C(=S)NC(=O)Cc1ccccc1	-5	1	10	-3	/	-25	-10	-20	/
COc1ccc(-c2noc(CCC(=O)NCCc3cccc(C)c3)n2)cc1	-2	7	-5	26	-1	-25	-8	-2	2

3 successive compounds out of the list so far, quoted:
SMILES	RBBP9 inhibitor	Calpain2 inh	p97 inhibitor	Tb hexokinase	Runt-CBFb FRET	Furin inh	NCF1 inh	EBV gp42 block	Runt-SMMHC FRET
Cc1ccc(CCNC(=O)CCNS(=O)(=O)c2ccc3c(c2)oc(=O)n3C)cc1	-4	3	-4	3	0	-3	-9	-6	-4
CCN(CC)C(=S)NC(=O)Cc1ccccc1	-5	1	10	-3	/	-25	-10	-20	/
COc1ccc(-c2noc(CCC(=O)NCCc3cccc(C)c3)n2)cc1	-2	7	-5	26	-1	-25	-8	-2	2

(further entries)
SMILES	RBBP9 inhibitor	Calpain2 inh	p97 inhibitor	Tb hexokinase	Runt-CBFb FRET	Furin inh	NCF1 inh	EBV gp42 block	Runt-SMMHC FRET
O=C1CN(CC(=O)NC(=O)NCc2ccccc2)CCN1	-7	-8	4	15	-1	-24	-2	-15	3
CCCC(=O)Nc1nc2ccc(OCC)cc2s1	-6	8	-3	2	6	-15	-12	-5	1
CCOc1ccc(C(=O)NC(=S)Nc2cccnc2)cc1	-8	-3	-5	18	-1	-19	-7	1	-1
Cc1nc(N2CCOCC2)nc(OC(C)C)c1[N+](=O)[O-]	1	0	0	-8	-2	-21	-3	-4	-2
O=S(=O)(c1ccccc1)N1CCN=C1SCc1ccc(Cl)c(Cl)c1	-7	13	3	6	-2	-15	4	3	-3
CCOC(=O)CC(=O)c1[nH]c(C)c(C(=O)OCC)c1C	-3	-9	-1	-8	0	-19	4	0	-2
O=C(CN1CCN(Cc2ccc3c(c2)OCO3)CC1)Nc1ccc(F)cc1	-10	18	2	12	0	-14	-22	5	3
O=C(O)CCCCCNC(=O)Cn1nnc2ccccc2c1=O	-12	-23	-2	-7	0	-18	-16	0	0
CCOC(=O)C(C)Sc1nc2ccccc2c(=O)n1CC (stereo not given)	4	-9	-3	-10	0	-22[20 µM]	-17	-13	-1
O=C(C(=O)N1CCOCC1)c1cn(CC(=O)N2CCc3ccccc3C2)c2ccccc12	-9	-4	-3	-11	-3	-10	2	5	-1
CCOC(=O)COn1c(=O)c(-c2ccc(OC)c(OC)c2)[n+]([O-])c2ccccc21	2	0	1	-13	-2	-3[20 µM]	0	-9	-29
COc1cc(/C=N/NC(=O)CC2(C)OCCCO2)ccc1OCc1ccc(Cl)cc1Cl	-5	-42	-5	-4	1	-5	-9	9	-4
CC(NC(=O)c1ccccc1NC(=O)c1ccccc1)C(=O)N1CCOCC1 (stereo not given)	2	-5	4	-7	1	-17	-1	-16	5
O=C(Nc1ccccc1C(=O)Nc1cccnc1)c1ccccc1	-7	25	4	5	2	-16	-6	-13	4
COc1ccc(-c2csc(NC(=O)C3CC(=O)N(Cc4ccco4)C3)n2)cc1 (stereo not given)	-3	-37	2	0	-2	-21	-11	-2	1
CCC(=O)NC(=S)Nc1ccc(-c2nc3ccccc3s2)cc1	-5	5	2	-16	-1	-22[20 µM]	-3	-13	0
CCC(=O)Nc1cccc(NC(=O)c2cccnc2)c1	-4	-13	8	0	-1	-27	-14	-23	-4
C=CCN1C(=O)C(O)(CC(=O)c2ccco2)c2cc(Br)ccc21 (stereo not given)	0	9	8	-1	1	-16	-2	-10	3
CCOC(=O)C1=C(C)NC2=C(C(=O)C(C(=O)OCC)C(c3cccc(OC)c3)C2)C1c1ccccn1 (stereo not given)	-10	-330	-3	-15	35	-11[20 µM]	-3	-31	89*
COCCOC(=O)C1=C(C)NC(=O)NC1c1c(OC)ncnc1OC (stereo not given)	-3	1	1	-3	-2	-23	10	-4	3
CCOC(=O)c1c(C)[nH]c(C)c1C(=O)CN1C(=O)NC2(CCC(C)CC2)C1=O (stereo not given)	4	1	0	9	1	-18[20 µM]	0	-16	2
COC(=O)c1ccc(=O)n(Cc2ccco2)c1	0	-35	4	1	10	-19	-5	-2	6
COc1ccc(-n2ncc3c(N4CCCc5ccccc54)ncnc32)cc1	-9	25	-9	31	-2	2	-10	-23	3
CCOCCc1c(O)nc(SC)[nH]c1=O	-2	-22	3	-7	2	-14	-14	-7	0
COCCCNC(=O)c1cccn2c(=O)c3cc4ccccc4cc3nc12	-7	-99	15*	-17	3	-24[20 µM]	-6	25	-16
S=C(NCc1ccco1)N1CCC(c2nc3ccccc3o2)CC1	-8	-12	0	-10	12	-23	-10	-18	3
Cc1ccsc1C(=O)OCC(=O)N1CCOCC1	-6	3	-4	-7	0	-16	-13	-12	-3
CSc1c(SCc2ccccc2)cnn(-c2ccccc2)c1=O	-4	14	-3	-5	-2	-15	-18	-5	0
CC1=C(C(N)=O)C(c2cccnc2)n2nc(SCc3ccccc3Cl)nc2N1 (stereo not given)	-2	25	0	-7	0	-16[20 µM]	-1	-7	4
CCCn1c(-c2nonc2N)nc2ccccc21	-2	20	5	0	1	-22[20 µM]	-18	-13	-1
CCCCc1nn(-c2cc(Cl)ccc2OC)c2c1C(=O)CCC2	-2	11	-4	9	1	-17	7	5	0
CC(CN1CCCCC1)OC(=O)c1ccccc1Cl (stereo not given)	2	-35	-7	6	2	-9	-9	-14	-4
CC(=O)N1CCc2cc(NC(=O)c3ccc(C)cc3)ccc21	0	19	4	-8	1	-4[20 µM]	-8	-20	3
Clc1ccccc1Nc1ncnc2c1nnn2Cc1ccccc1	-4	-2	6	3	-2	-21	-14	10	1

13 compounds from above, arranged by formula weight, low to high:
SMILES	RBBP9 inhibitor	Calpain2 inh	p97 inhibitor	Tb hexokinase	Runt-CBFb FRET	Furin inh	NCF1 inh	EBV gp42 block	Runt-SMMHC FRET
COC(=O)c1ccc(=O)n(Cc2ccco2)c1	0	-35	4	1	10	-19	-5	-2	6
CCCn1c(-c2nonc2N)nc2ccccc21	-2	20	5	0	1	-22[20 µM]	-18	-13	-1
Cc1ccsc1C(=O)OCC(=O)N1CCOCC1	-6	3	-4	-7	0	-16	-13	-12	-3
CC(CN1CCCCC1)OC(=O)c1ccccc1Cl (stereo not given)	2	-35	-7	6	2	-9	-9	-14	-4
CCCCc1nn(-c2cc(Cl)ccc2OC)c2c1C(=O)CCC2	-2	11	-4	9	1	-17	7	5	0
Clc1ccccc1Nc1ncnc2c1nnn2Cc1ccccc1	-4	-2	6	3	-2	-21	-14	10	1
CSc1c(SCc2ccccc2)cnn(-c2ccccc2)c1=O	-4	14	-3	-5	-2	-15	-18	-5	0
S=C(NCc1ccco1)N1CCC(c2nc3ccccc3o2)CC1	-8	-12	0	-10	12	-23	-10	-18	3
COCCOC(=O)C1=C(C)NC(=O)NC1c1c(OC)ncnc1OC (stereo not given)	-3	1	1	-3	-2	-23	10	-4	3
COc1ccc(-n2ncc3c(N4CCCc5ccccc54)ncnc32)cc1	-9	25	-9	31	-2	2	-10	-23	3
CCOC(=O)c1c(C)[nH]c(C)c1C(=O)CN1C(=O)NC2(CCC(C)CC2)C1=O (stereo not given)	4	1	0	9	1	-18[20 µM]	0	-16	2
CC1=C(C(N)=O)C(c2cccnc2)n2nc(SCc3ccccc3Cl)nc2N1 (stereo not given)	-2	25	0	-7	0	-16[20 µM]	-1	-7	4
CCOC(=O)C1=C(C)NC2=C(C(=O)C(C(=O)OCC)C(c3cccc(OC)c3)C2)C1c1ccccn1 (stereo not given)	-10	-330	-3	-15	35	-11[20 µM]	-3	-31	89*

Screening data deposited in PubChem BioAssay by several laboratories.

Outcome played no part in choosing rows; any-hit rate near 2.7%.
